# ERK EGF block – EGF-driven ERK pathway inhibition; HEK293-V1b, EGF-stimulated phospho-ERK AlphaScreen; actives 0.41% (n = 130,000); Potency, µM (highest dose often 11.5 µM), for the others: at the top dose activity change, negative = inhibition, actives largely listed as inhibitors; active = well fitted inhibition curve with a large enough effect; inconclusive = small, poorly fitted or top-dose-only effect, or effect the other way;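 also: plate controls were stimulated vehicle wells for no effect and unstimulated vehicle basal for full effect; nearly all actives have a fitted effect of over 55% in size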
#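 Compounds are titrated over HEK293-V1b cells kept overnight in 1% FBS. After 30 min at 37C, EGF (25 nM final) triggers ERK phosphorylation for 5 min, measured by AlphaScreen in lysates.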
# * marks the source's active call; other numbers are inactive results; ? = inconclusive; & = joins results of further samples; [ ] = another dose, or the depositor's remark. Potency is read from the fitted curve at half-maximal effect. The list is partial; the hit share may differ from the screen's.
SMILES,ERK EGF block
COc1cccc(C2c3[nH]c4ccccc4c3CCN2Cc2cccn2-c2ncccn2)c1 (configuration not stated),0%
NC(=O)CSc1nnc(-c2ccccn2)n1N,3%[57.5 µM]
Cc1cc(NCc2ccccc2)n2ncnc2n1,-3%
CCOC(=O)C1CCN(c2ncnc3c(C)csc23)CC1,-12%[57.5 µM]
CCC/C(O)=C1\C(=O)CCCC1=NCCc1c(C)[nH]c2ccc(C)cc12,-10%[57.5 µM]
COc1ccc(CCNC(=O)C(=O)NCc2ccc(Cl)cc2)cc1OC,-6%
Cc1ccn2c(CNCCn3nc(C)cc3C)c(C(=O)N3CCCCCC3)nc2c1,-18%
O=C(O)CSc1ncnc2sc(-c3ccccc3)cc12,-6%
O=C(NCCN1C(=O)S/C(=C\c2ccc(Cl)cc2)C1=O)c1ccc(F)c(S(=O)(=O)N2CCOCC2)c1,-2%
CC(C)N1CCN(Cc2ccc3nsnc3c2)CC1CCO (configuration not stated),1%
COc1ccc(NC(=O)CSc2nc3c(c(=O)n2-c2ccc(C)cc2)SCC3)c(OC)c1,-1%
O=c1c2c3c(sc2nc(NCCO)n1Cc1ccco1)CCCCC3,4%
Cc1ccc(/C=N/N=C2/NC(=O)CS2)o1,-2%
O=C1CCC([N+](=O)[O-])C(c2cc3c(cc2Br)OCO3)N1 (configuration not stated),4%
CC(=O)Nc1c(O)nc(SCc2ccc(Cl)cc2)[nH]c1=O,-10%
CC(/C=C/c1ccco1)=N\NC(=O)CNc1cccc(C)c1,-13%
N#C/C(=C\c1ccc(-c2ccc(Br)cc2)o1)C(=O)NCCc1c[nH]c2ccccc12,3%
COc1ccc(/C=N/NC(=O)c2cc(-c3ccccc3OC(C)C)nc3ccccc23)cc1CN1CCOCC1,7%
O=C(Cc1ccccc1)N/N=C/c1cc2c(cc1Cl)OCO2,0%
O=C(Nc1nc2ccc(F)cc2s1)C1CCN(S(=O)(=O)c2cc([N+](=O)[O-])ccc2Cl)CC1,?
COc1ccc(-n2nc(C(=O)NCc3ccco3)c3c4ccccc4n(C)c3c2=O)cc1,-6%
C=CCn1cc(/C=N/Nc2nc3ccccc3[nH]2)c2ccccc21,3%
Cc1nsc(Nc2ccccc2)c1C#N,-1%
Cc1cc(C)c2c(SC(C)C)nc(N)nc2n1,-6%[57.5 µM]
Cc1c(C(=O)OCC(=O)Nc2c(C)n(C)n(-c3ccccc3)c2=O)oc2ccccc12,-11%
# Going on with the list:
SMILES,ERK EGF block
CCc1ccc(NC(=S)N(CCN2CCOCC2)Cc2ccccc2F)cc1,0%
O=C(Nc1ccc(F)cc1)C1CCN(S(=O)(=O)c2cccs2)CC1,38%
CC[C@H](CC[C@@H](C)C1CC[C@H]2[C@@H]3CC=C4C[C@@H](O)CC[C@]4(C)[C@H]3CC[C@]12C)C(C)C (some centres not stated),-1%
COc1ccc(C(=O)NC(C)c2nc3ccccc3[nH]2)cc1OC (configuration not stated),-14%
CC(=O)OCC(=O)[C@@]1(O)CCC2C3CCC4=CC(=O)CC[C@]4(C)C3C(=O)C[C@]21C (some centres not stated),9%
COC(=O)c1ccc(C(C2C(=O)CC(C)(C)CC2=O)C2C(=O)CC(C)(C)CC2=O)cc1,1%[57.5 µM]
NC(=O)c1ccc(NC(=O)Cn2c(=O)n(-c3ccccc3)c(=O)c3oc4ccccc4c32)cc1,-1%
CCN(CC)C(=O)c1sc(N)c(C(=O)OC(C)C)c1C,-15%
S=c1nc(SCc2ccccc2)[nH]c2ccccc12,5%
CCOC(=O)CSc1ccc(C(=O)N2CCN(C)CC2)cc1[N+](=O)[O-],-1%
Cc1nn(CCOc2cccc(Br)c2)c(C)c1[N+](=O)[O-],4%
Cc1ccc(-c2nn(-c3cccc(F)c3)cc2CNCCc2ccncc2)o1,-8%
Cc1cccc2c(C(=O)Nn3cnnc3)cc(-c3ccccc3Cl)nc12,-3%
CC(=O)Nc1ccc(S(=O)(=O)C(C#N)c2nc3ccccc3nc2NCCN2CCOCC2)cc1 (configuration not stated),-6%
CC(=O)NC(=S)Nc1sc2c(c1C(N)=O)CCC(C)C2 (configuration not stated),2%
O=C(CN1C(=O)NC(Cc2c[nH]c3ccccc23)C1=O)Nc1cccc(S(=O)(=O)N2CCOCC2)c1 (configuration not stated),-3%[57.5 µM]
O=C(c1ccccc1)N1CCN(c2ccc([N+](=O)[O-])c(NCc3cccnc3)c2)CC1,2%
Cc1ccc(S(=O)(=O)N2CCOC2CNC(=O)C(=O)NCCc2ccccc2)cc1 (configuration not stated),-4%[57.5 µM]
CCN(CC)S(=O)(=O)c1ccc2c(c1)nc(CCC(=O)Nc1ccc3c(c1)OCO3)n2C,-3%
Cc1nn(-c2ccccc2)c(/N=C/c2ccc(O)cc2)c1-c1ccccc1,?
C=C1C(=O)[C@@]23[C@H](O)C[C@@H]4C(C)(C)CC[C@H](O)[C@@]4(C)[C@@H]2CC[C@@H]1[C@H]3O,-19%
O=C(Cn1cnc(Cl)c1Cl)c1ccccc1,-3%
COc1ccc(/C=N\NC(=O)CNC(=O)C(c2ccccc2)c2ccccc2)cc1[N+](=O)[O-],-1%
COc1ccccc1Nc1nnc(SCc2cc(=O)n3cc(C)ccc3n2)s1,-8%
CCCN1Cc2cccc(C(=O)Nc3ccc(CN4CCCC4)cc3)c2C1=O,7%
# (more compounds)
SMILES,ERK EGF block
CNC(=O)NC(=O)CSc1nc(-c2cccs2)c(C#N)c(=O)[nH]1,-6%
Cc1ccc(C2c3sc(=O)[nH]c3SC3C(=O)NC(=O)C32)cc1 (configuration not stated),5%
O=C(N=Nc1c(O)[nH]c2ccc([N+](=O)[O-])cc12)c1ccccc1Cl,-4%[57.5 µM]
COc1cc(CC(=O)OCC(=O)NC2CCCCC2)cc(OC)c1OC,0%
CC(=O)C1=C(O)C(=O)N(CCC(=O)O)C1c1ccccc1[N+](=O)[O-] (configuration not stated),-7%
S=c1[nH]nc(-c2ccco2)n1/N=C/c1c(Cl)cccc1Cl,0%[57.5 µM]
Cc1cc(Cl)ccc1NNC(N)=S,-3%[57.5 µM]
CCOc1ccc(-n2c(O)c(/C=N/c3ccnn3Cc3ccncc3)c3ccccc3c2=O)cc1,4%
COc1ccc(C(CC(=O)O)NC(=O)c2sc3ccccc3c2Cl)cc1 (configuration not stated),11%
O=C(Cn1c(=S)[nH]c2ccccc2c1=O)N1CCN(c2ccc(F)cc2)CC1,-1%
COC(=O)c1ccc(N(C(=O)CNC(=O)c2ccco2)C(C(=O)NC2CCCC2)c2ccco2)cc1 (configuration not stated),13%
CCOc1cc(/C=C2/N=C(C)C(C(=O)OC)=C2O)ccc1O,2%
CCOC(=O)c1sc(=S)n(-c2ccc(OC)cc2)c1N,-16%[57.5 µM]
O=C(O)c1cc(N/N=C/c2cccs2)ccc1Cl,0%
Cc1cc(C)c2c3c(sc2n1)C(=O)N(c1ccccc1C)CC(=O)N3,18%[57.5 µM]
CCONC(=O)Nc1ccccc1,3%
O=C(/C=C/c1ccc(OCc2cccc(Cl)c2)cc1)N1CCOCC1,?
NC(=O)NOCc1ccc(F)cc1Cl,-9%[57.5 µM]
Cc1cc[n+](C2=C([O-])c3ccccc3C(=O)/C2=N\S(=O)(=O)c2cccs2)cc1C,7%
COc1ccc(C(=O)NC(=S)Nc2nc(C)cc(C)n2)cc1Br,2%[57.5 µM]
COc1cccc(C(=O)Oc2ccc3c(C)cc(=O)oc3c2C(C)=O)c1,27%
COc1ccc(/C=C/C(=O)Nc2ccc(-n3nncc3-c3ccc(OC)c(OC)c3)cc2)cc1OC,1%
CN1CCc2ccccc2Cc2[nH]c3ccccc3c2CC1,7%&-6%
C=CCNC(=O)Nc1cc(Cl)ccc1OC,9%
COc1ccc(N2CCN(C(=O)NC3CC(=O)N(c4ccc(OC)cc4)C3)CC2)cc1 (configuration not stated),6%
# The list goes on.
SMILES,ERK EGF block
Cc1ccc(CNC(=O)/C=C/c2ccc(S(=O)(=O)N3CCOCC3)cc2)cc1,4%
CC(C)N(C)S(=O)(=O)c1ccc(Cl)c(C(=O)O)c1,0%
Cc1cccc(NC(=O)CCCn2c(=S)[nH]c3ccccc3c2=O)c1,7%
Cc1cccc(/C=N/Nc2ccc3ccccc3n2)c1,4%
CCSc1nnc(NC(=O)[C@@H](NC(=O)c2ccccc2)C(C)C)s1,-4%
C/C(=N\NC(=O)c1cc(C(C)(C)C)[nH]n1)C12CC3CC(CC(C3)C1)C2,6%
CC(OC(=O)c1cc(S(=O)(=O)N(C)c2ccccc2)ccc1Cl)C(=O)Nc1ccc2c(c1)OCCO2 (configuration not stated),0%
CCOc1cc(/C=N/Nc2cccc(C(=O)O)c2)ccc1OCC(=O)N1CCCCC1,-3%
COc1ccc([N+](=O)[O-])cc1N(CC(=O)NC1CCCCC1)S(C)(=O)=O,-5%
COc1ccc(N2CCN(c3ccc(N4C(=O)CC(C)C4=O)cc3[N+](=O)[O-])CC2)cc1 (configuration not stated),3%
Cc1cc(NC(=O)C2CC2)ncc1NC(=O)c1ccccn1,-8%
Cc1cccc(C(=O)N[C@H](C(=O)OCC(=O)NC(=O)c2cccn2C)C(C)C)c1,-2%
C=CCn1c(SCC(=O)Nc2nnc(C)s2)nnc1-c1cccnc1,4%
C/C(CC(=O)Nc1ccc([N+](=O)[O-])cc1)=N/NC(=O)C1CC12CCC2 (configuration not stated),-4%
COc1ccc(NC(=O)CN2C(=O)C(C)SC(C)C2=O)cc1 (configuration not stated),7%
Cc1cccc(NC(=O)CSc2nsc(SCC(=O)Nc3cccc(C)c3)c2C#N)c1,12%
Cc1ccc(NC(=O)Cc2ccc(-n3cccc3)cc2)c(C)c1,2%
Cc1ccc(/C=C/C(=O)Nc2ccc([N+](=O)[O-])c(NC(=O)/C=C/c3ccc(C)o3)c2)o1,8%
COc1ccc(Oc2ccc(/C=C/C(=O)c3ccc(O)cc3)cc2[N+](=O)[O-])cc1,?
O=C(OC(c1ccc(NS(=O)(=O)c2ccccc2)cc1)(C(F)(F)F)C(F)(F)F)c1ccccc1,-2%
NS(=O)(=O)c1ccc(NC(=S)NC2CCCC2)cc1,-4%
O=c1[nH]cnc2ccc([N+](=O)[O-])cc12,-7%[57.5 µM]
Cn1cc(CCNC(=O)CC2C(=O)NCCN2CC(c2ccccc2)c2ccccc2)cn1 (configuration not stated),5%[57.5 µM]
Cc1cccc(C)c1-n1cccc1/C=C1/C(=N)N2C(=NC1=O)SN=C2S(C)(=O)=O,-8%
CCn1cnc2cc(NCc3nc4ccccc4n3Cc3ccccc3)ccc21,-1%
# Other results
SMILES,ERK EGF block
Nc1nc(-c2cccnc2)nc2sc3c(c12)CCCC3,2%
COc1ccc(/C=C/c2ccccc2)cc1[C@H]1[C@H]2C=CC[C@@H](C)[C@@H]2C(=O)N1Cc1ccccc1,-14%[57.5 µM]
COc1ccc(/C=N/NC(=O)CNC(=O)COc2ccccc2)cc1,6%
CC(Oc1ccc(Br)cc1)C(=O)Nn1c(=S)[nH]c2ncccc2c1=O (configuration not stated),5%
Cc1ccc(CN2CCNC(=O)C2CC(=O)NCC(F)(F)F)o1 (configuration not stated),-10%
Cc1ccc(Cl)cc1OCC(=O)NCCOC(=O)Nc1sc(=S)n(C)c1C,-10%
NCC(=O)Nc1ccc(Br)cc1,0%
O=C(/C=C/c1ccc(F)cc1)NCCNC(=O)/C=C/c1ccc(F)cc1,-4%
O=C(Nc1ccc2oc(=O)ccc2c1)c1cc([N+](=O)[O-])ccc1N1CCOCC1,-2%
COC(=O)C1(C(C)=O)CC2=CC[C@@H]3C(=O)N(c4ccccc4)C(=O)[C@@H]3[C@@H]2Cc2ccccc2[C@@H]1C[N+](=O)[O-] (some centres not stated),-15%
Cn1c(-c2ccccc2)c(/C=N/NC(=O)c2cccnc2)c2ccccc21,6%
COc1cccc(/C=N/NC(=O)CSc2ccccc2C)c1O,5%
COC(=O)C1=C(C)NC(C)=C(C(=O)OC)C1C(=O)OCC(=O)Nc1ccc(C(C)=O)cc1,-12%
Cc1nc(N2CCCCC2)c2c(C)c(C(=O)Nc3cccc(C(F)(F)F)c3)sc2n1,?
CCC1c2ccc(C)n2CCN1C(=O)Nc1ccccc1OC (configuration not stated),9%

# As a working copy, some entries already given:
SMILES,ERK EGF block
COc1ccc(Oc2ccc(/C=C/C(=O)c3ccc(O)cc3)cc2[N+](=O)[O-])cc1,?
O=C(OC(c1ccc(NS(=O)(=O)c2ccccc2)cc1)(C(F)(F)F)C(F)(F)F)c1ccccc1,-2%
NS(=O)(=O)c1ccc(NC(=S)NC2CCCC2)cc1,-4%
O=c1[nH]cnc2ccc([N+](=O)[O-])cc12,-7%[57.5 µM]
Cn1cc(CCNC(=O)CC2C(=O)NCCN2CC(c2ccccc2)c2ccccc2)cn1 (configuration not stated),5%[57.5 µM]
Cc1cccc(C)c1-n1cccc1/C=C1/C(=N)N2C(=NC1=O)SN=C2S(C)(=O)=O,-8%
CCn1cnc2cc(NCc3nc4ccccc4n3Cc3ccccc3)ccc21,-1%
Nc1nc(-c2cccnc2)nc2sc3c(c12)CCCC3,2%
COc1ccc(/C=C/c2ccccc2)cc1[C@H]1[C@H]2C=CC[C@@H](C)[C@@H]2C(=O)N1Cc1ccccc1,-14%[57.5 µM]
COc1ccc(/C=N/NC(=O)CNC(=O)COc2ccccc2)cc1,6%
CC(Oc1ccc(Br)cc1)C(=O)Nn1c(=S)[nH]c2ncccc2c1=O (configuration not stated),5%
Cc1ccc(CN2CCNC(=O)C2CC(=O)NCC(F)(F)F)o1 (configuration not stated),-10%
Cc1ccc(Cl)cc1OCC(=O)NCCOC(=O)Nc1sc(=S)n(C)c1C,-10%
NCC(=O)Nc1ccc(Br)cc1,0%
O=C(/C=C/c1ccc(F)cc1)NCCNC(=O)/C=C/c1ccc(F)cc1,-4%
O=C(Nc1ccc2oc(=O)ccc2c1)c1cc([N+](=O)[O-])ccc1N1CCOCC1,-2%
COC(=O)C1(C(C)=O)CC2=CC[C@@H]3C(=O)N(c4ccccc4)C(=O)[C@@H]3[C@@H]2Cc2ccccc2[C@@H]1C[N+](=O)[O-] (some centres not stated),-15%
Cn1c(-c2ccccc2)c(/C=N/NC(=O)c2cccnc2)c2ccccc21,6%
COc1cccc(/C=N/NC(=O)CSc2ccccc2C)c1O,5%
